# Source: PubChem
# GoLoco inh red: RGS12 GoLoco-Gai1 interaction inhibition; Gai1:RGS12 GoLoco peptide FP, rhodamine, 10 min; P63096; Potency, µM (series often up to 61.6 µM), for the others: at the top dose activity, negative = inhibition, usual class: inhibitors; 230,000 tested, 0.44% active; active = well fitted inhibition curve with a large enough effect, not every such curve was filed as active; inactive = no such curve, though single readings can be large or run the other way; note: nearly all actives have a fitted effect of over 30% in size; many of its hits are not listed in these tables
# RECQ1 helicase: RECQ1 (human) helicase inhibition; 240,000 tested, 0.54% active; P46063; Potency, µM (series often up to 57.3 µM), without a hit: at the top dose activity, negative = inhibition, most hits filed as inhibitors; RECQ1 DNA unwinding, red fluorescence kinetic read; AID 2549;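 note: plate controls were vehicle for no effect and no enzyme for full effect; nearly all actives have a fitted effect of over 30% in size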
#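 RECQ1T1 50 nM; forked duplex (20 bp + 30-nt ss tails) 200 nM, ATP 2 mM final; pH 8.0, 2 mM MgCl2, 2.5 ug/ml poly(dI-dC); 15 min compound preincubation; discontinuous kinetic read over 2 h at RT.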
# TRb-SRC2 inh: inhibitors of human thyroid hormone receptor beta-SRC2 interaction; P10828; TRbeta-SRC2 peptide binding, fluorescence polarization; receptor liganded with 1 µM T3; 280,000 tested, 0.065% active; Potency, µM (titrated, usually from 106 µM), for the others: top-dose activity change, negative = inhibition, usual class: inhibitors;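 note: plate controls were bound peptide for no effect and peptide without receptor for full effect; nearly all actives have a fitted effect of over 50% in size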
# Target sequence (P10828 whole entry, looked up): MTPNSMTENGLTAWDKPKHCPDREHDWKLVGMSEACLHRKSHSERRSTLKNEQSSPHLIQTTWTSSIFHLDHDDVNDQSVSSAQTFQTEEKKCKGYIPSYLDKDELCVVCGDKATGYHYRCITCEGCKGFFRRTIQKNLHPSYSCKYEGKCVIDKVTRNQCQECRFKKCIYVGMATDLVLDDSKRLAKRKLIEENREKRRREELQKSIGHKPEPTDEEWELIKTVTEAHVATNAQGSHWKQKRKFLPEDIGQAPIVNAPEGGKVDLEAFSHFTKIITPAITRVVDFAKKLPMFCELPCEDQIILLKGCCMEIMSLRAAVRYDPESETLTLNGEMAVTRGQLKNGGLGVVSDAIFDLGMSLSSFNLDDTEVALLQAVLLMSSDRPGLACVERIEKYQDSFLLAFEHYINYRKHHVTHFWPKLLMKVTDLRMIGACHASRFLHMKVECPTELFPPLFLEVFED
#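 Polarization signal, normalized between peptide-alone and full complex controls, measured compound effects on T3-liganded human TRb LBD (0.6 uM) binding 20 nM Texas Red SRC2 peptide after 5 hr.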
# KDM4E inh: JMJD2E (human) inhibition. JMJD2E catalytic domain, FDH-coupled NADH fluorescence (FDH is formaldehyde dehydrogenase). Potency, µM (doses to about 57.1 µM), for inactives: top-dose activity change, negative = inhibition, actives largely listed as inhibitors. 230,000 tested, 1.6% active; active = well fitted inhibition curve with a large enough effect, not every such curve was filed as active; inconclusive = small, poorly fitted or top-dose-only effect, or another doubt; inactive = no such curve, though single readings can be large or run the other way;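 note: 0% = wells with enzyme and -100% = buffer wells without enzyme; nearly all actives have a fitted effect of over 50% in size; many of its hits are not listed in these tables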
# Target sequence (B2RXH2 1-337 limits assumed): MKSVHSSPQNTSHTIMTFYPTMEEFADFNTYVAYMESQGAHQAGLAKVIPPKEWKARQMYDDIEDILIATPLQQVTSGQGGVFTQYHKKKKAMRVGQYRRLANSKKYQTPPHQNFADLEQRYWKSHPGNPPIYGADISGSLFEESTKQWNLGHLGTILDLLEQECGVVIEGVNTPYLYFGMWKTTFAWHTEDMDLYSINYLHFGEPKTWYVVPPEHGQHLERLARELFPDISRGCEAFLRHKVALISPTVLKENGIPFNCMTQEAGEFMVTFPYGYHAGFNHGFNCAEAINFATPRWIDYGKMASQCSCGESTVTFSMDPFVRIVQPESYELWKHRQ
# Tau FP inhib: inhibitors of human tau fibril formation; P10636; K18 P301L tau heparin fibrillization, Alexa594 FP, 6 h; Potency, µM (series often up to 57.7 µM), inactives show at the highest dose activity, negative = inhibition, hits mostly inhibitors; 280,000 tested, 0.39% active; AID 1468; note: nearly all actives have a fitted effect of over 55% in size
# Target sequence (P10636 561-689 P618L limits assumed): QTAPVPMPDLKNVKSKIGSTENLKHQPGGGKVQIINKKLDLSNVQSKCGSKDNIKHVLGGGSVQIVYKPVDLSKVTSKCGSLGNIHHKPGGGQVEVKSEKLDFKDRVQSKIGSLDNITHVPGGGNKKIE
#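 Human tau K18 […] P301L fragment, 15 uM unlabeled plus 0.24 uM Alexa 594-labeled tau (final), with compound and 20 uM heparin in 100 mM sodium acetate pH 7; 6 hr at 37 C, then Alexa 594 FP read.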
# TR SRC2 fluor cs: counter-screen for TRb-SRC2 inhibitors: fluorescence interference; TRb/SRC2 Texas Red total fluorescence interference; Potency, µM (series often up to 106 µM), without a hit: at the highest dose fluorescence change, negative = quenching; 280,000 tested, 0.29% active; active = well fitted curve in either direction with a large enough effect; inconclusive = small, poorly fitted or top-dose-only effect
#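 Human TRb ligand-binding domain at 0.6 uM with 20 nM Texas Red SRC2 peptide in Tris buffer containing 1 uM T3 and 5% DMSO, incubated with compound 5 h at ambient temperature. Total fluorescence (555/632 nm) calculated as parallel + 2 × perpendicular.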
# Tau fibril ThT: inhibitors of human tau fibril formation, thioflavin T binding | 270,000 tested, 2.1% active | recombinant tau K18 P301L, heparin-induced fibrillization, ThT fluorescence | P10636 | AID 1460 | Potency, µM (series often up to 57.4 µM), for inactives: at the highest dose activity, negative = inhibition, actives largely listed as inhibitors; note: nearly all actives have a fitted effect of over 55% in size
#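 Using a mix of unlabeled (15 uM) and Alexa 594-labeled (0.24 uM) tau K18 P301L, heparin-triggered fibrillization over 6 hr at 37 C was scored by ThT fluorescence.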
# L3MBTL1 block: blocks human L3MBTL1; Q9Y468; AlphaScreen L3MBTL1–H3K9me1 peptide binding; Potency, µM (doses to about 57.1 µM), inactives show top-dose activity, negative = inhibition, actives largely listed as inhibitors; 230,000 tested, 0.66% active; note: nearly all actives have a fitted effect of over 60% in size
#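 AlphaScreen assay: L3MBTL1 (50 nM final) was preincubated 30 min at room temperature with biotinylated H3(1-15)K9me1 peptide (75 nM final), then 30 min with library compounds; streptavidin donor and nickel chelate acceptor beads (10 ug/mL final) added, 30 min dark.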
# An asterisk follows results filed as active; i = inactive; u = inconclusive; x = not tested or not shown; & = joins results of further samples; [ ] = another dose, or the depositor's remark. Unless noted, calls come from the whole dose curve; as a rule, active = well fitted curve in the direction sought with a large enough effect; inconclusive = small, poorly fitted or top-dose-only effect, or another doubt; inactive = no such curve, though single readings can be large; an effect the other way counts as inactive or inconclusive. Unless noted, % is set by controls: 0 for no effect and ±100 for the full control effect; potency is the fitted concentration of half-maximal effect.
SMILES,GoLoco inh red,RECQ1 helicase,TRb-SRC2 inh,KDM4E inh,Tau FP inhib,TR SRC2 fluor cs,Tau fibril ThT,L3MBTL1 block
CCOC(=O)C1CCCN(CCCc2ccccc2)C1 (stereo unspecified),-3%&1%,-5%&-1%,5%&2%,1%&2%,0%&2%,0%&-10%,-5%&3%,8%
CCOc1ccc(S(=O)(=O)Nc2ccccc2SC)c2cccnc12,9%,-10%,2%,-2%,0%,0%,-10%,3%
Cc1ccc(NS(=O)(=O)c2ccc3c(c2)CCC(=O)N3)cc1C,-3%,1%,1%,12%,-9%,-3%,-3%,x
CCOc1ccc(N(C(=O)Cn2nnc3ccccc32)C(C(=O)NC(C)(C)CC)c2cccn2C)cc1 (stereo unspecified),3%,-2%,-11%,0%,8%,2%,3%,-10%
Cc1nn(Cc2ccccc2)c(Cl)c1/C=C1\NC(=S)NC1=O,11%,i,-4%,u,1%,-2%,-16%,10%
CC(C)NC(=O)C(=O)NCc1ccccn1,2%,-5%,1%,-1%,8%,0%,x,x
O=C(CCc1nnc(CCCCc2ccccc2)o1)NCCn1cccn1,7%,-4%,1%,0%,-3%,0%,-9%,7%
CCNc1nc(=S)nc(NC(C)C)[nH]1,-2%,3%,4%,10%,-5%,-2%,-2%,6%
Cc1ccc(C)c(NC(=O)C(NCC(C)(C)N2CCOCC2)c2ccccc2)c1 (stereo unspecified),5%,-5%,-3%,-6%,-2%,1%,-6%,x
CCOC(=O)C1=NN(C(C)=O)C2(CC(=O)N(c3ccc(C)c(C)c3)C2=O)C1 (stereo unspecified),13%,1%,-4%,-4%,1%,-6%,-1%,2%
COc1cc(OC)c(OC)cc1CN(C)C(c1ccccc1)c1nnnn1-c1ccccc1C (stereo unspecified),1%,-10%,-15%,0%,5%,-3%,u,-18%
Cc1ccc(OCCN2CCN(c3nc(NCc4ccco4)c4ccccc4n3)CC2)cc1,11%,-6%,2%,u,12%,1%,-13%,-10%
Clc1cccc(-c2nc3nc4ccccc4nc3n2Cc2ccco2)c1,0%,-23%,1%,u,1%,-7%,u,x
COC(=O)[C@@H]1[C@@H](C)N(Cc2ccccc2)C(=O)N[C@H]1c1ccccc1,-3%[14.2 µM],i[11.5 µM],1%[11.2 µM],4%[11.4 µM],1%[11.6 µM],-3%[11.2 µM],5%[11.5 µM],x
CCN1CCN(C(c2cccs2)C(C)NC(=O)c2ccccc2F)CC1 (stereo unspecified),-3%,-4%,-4%,4%,3%,-1%,-7%,-4%
CN(CCc1ccccn1)C(=O)CCC1CCCN(C(=O)c2n[nH]c3c2CCCC3)C1 (stereo unspecified),1%,0%,-7%,2%,3%,-3%,-9%,6%
CC(=O)c1cccc(NC(=O)COc2ccc(S(=O)(=O)N3CCCCC3)cc2)c1,0%,15%,2%,-4%,-9%,-1%,-3%,x
CSc1ccccc1-n1nnnc1SCc1ccccc1,0%,-14%,-3%,-2%,-3%,-4%,-8%,74%[activator]
Cc1cccc(N(CC(=O)NC2CCCC2)C(=O)c2c(C)noc2C)c1,1%,-4%,1%,3%,-5%,-1%,3%,1%
O=C(CCC(=O)Nc1ccccc1Cl)N/N=C1\CCCc2ccccc21,0%,-6%,-4%,3%,5%,-5%,0%,-5%
c1ccc(CCn2c3ccccc3c3nnc(SCc4ccc5nonc5c4)nc32)cc1,-6%,i,-4%,-26%,-9%,1%,-9%,x
O=[N+]([O-])c1cccc(S(=O)(=O)N/N=C/c2ccc(O)cc2)c1,6%,i,1%,-4%,0%,6%,-15%,x
CCCCn1cnc2c(sc3nc4c(cc32)CSC(C)(C)C4)c1=O,-5%,-1%,-1%,0%,-3%,3%,-3%,0%
Cc1ccc(C(=O)CSc2nn3c(=O)c(C(C)(C)C)nnc3s2)cc1,59%[activator],0%,-7%,4%,-1%,-1%,-26%,-8%
COc1ccc(N(C(=O)c2ccn[nH]2)C(C(=O)NC(C)(C)C)c2ccc(F)cc2)cc1 (stereo unspecified),6%,-7%,-12%,6%,-3%,1%,-3%,x
O=C(Nc1cnccn1)c1ccncc1,-9%,0%,-12%,-2%,11%,-1%,-3%,-4%
COc1ccc(-n2nnnc2SCc2nc(N)nc(N3CCOCC3)n2)cc1,7%,-13%,-3%,-6%,-3%,0%,-6%,-9%
CCCCc1nc2ccn(CC(=O)N(C)C)c(=O)c2n1Cc1ccc(-c2ccccc2-c2nn[nH]n2)cc1,-2%,-4%,-7%,x,4%,2%,5%,x
Cc1ccc(S(=O)(=O)N(C)C)cc1NC(=O)C(C)OC(=O)/C=C/c1cccs1 (stereo unspecified),4%,-9%,-4%,-1%,2%,-1%,x,x
Cc1cccc(-c2nc(Nc3ccc(N4CCOCC4)cc3)c3ccccc3n2)c1,0%,-12%,1%,-28%,u,-10%,u,-21%

# 17 entries from above, arranged by length of the SMILES, high to low:
SMILES,GoLoco inh red,RECQ1 helicase,TRb-SRC2 inh,KDM4E inh,Tau FP inhib,TR SRC2 fluor cs,Tau fibril ThT,L3MBTL1 block
CCCCc1nc2ccn(CC(=O)N(C)C)c(=O)c2n1Cc1ccc(-c2ccccc2-c2nn[nH]n2)cc1,-2%,-4%,-7%,x,4%,2%,5%,x
COc1ccc(N(C(=O)c2ccn[nH]2)C(C(=O)NC(C)(C)C)c2ccc(F)cc2)cc1 (stereo unspecified),6%,-7%,-12%,6%,-3%,1%,-3%,x
COC(=O)[C@@H]1[C@@H](C)N(Cc2ccccc2)C(=O)N[C@H]1c1ccccc1,-3%[14.2 µM],i[11.5 µM],1%[11.2 µM],4%[11.4 µM],1%[11.6 µM],-3%[11.2 µM],5%[11.5 µM],x
Cc1ccc(S(=O)(=O)N(C)C)cc1NC(=O)C(C)OC(=O)/C=C/c1cccs1 (stereo unspecified),4%,-9%,-4%,-1%,2%,-1%,x,x
CN(CCc1ccccn1)C(=O)CCC1CCCN(C(=O)c2n[nH]c3c2CCCC3)C1 (stereo unspecified),1%,0%,-7%,2%,3%,-3%,-9%,6%
COc1cc(OC)c(OC)cc1CN(C)C(c1ccccc1)c1nnnn1-c1ccccc1C (stereo unspecified),1%,-10%,-15%,0%,5%,-3%,u,-18%
Cc1ccc(OCCN2CCN(c3nc(NCc4ccco4)c4ccccc4n3)CC2)cc1,11%,-6%,2%,u,12%,1%,-13%,-10%
c1ccc(CCn2c3ccccc3c3nnc(SCc4ccc5nonc5c4)nc32)cc1,-6%,i,-4%,-26%,-9%,1%,-9%,x
Cc1cccc(-c2nc(Nc3ccc(N4CCOCC4)cc3)c3ccccc3n2)c1,0%,-12%,1%,-28%,u,-10%,u,-21%
Cc1ccc(C(=O)CSc2nn3c(=O)c(C(C)(C)C)nnc3s2)cc1,59%[activator],0%,-7%,4%,-1%,-1%,-26%,-8%
Cc1cccc(N(CC(=O)NC2CCCC2)C(=O)c2c(C)noc2C)c1,1%,-4%,1%,3%,-5%,-1%,3%,1%
COc1ccc(-n2nnnc2SCc2nc(N)nc(N3CCOCC3)n2)cc1,7%,-13%,-3%,-6%,-3%,0%,-6%,-9%
O=C(CCC(=O)Nc1ccccc1Cl)N/N=C1\CCCc2ccccc21,0%,-6%,-4%,3%,5%,-5%,0%,-5%
CCCCn1cnc2c(sc3nc4c(cc32)CSC(C)(C)C4)c1=O,-5%,-1%,-1%,0%,-3%,3%,-3%,0%
Clc1cccc(-c2nc3nc4ccccc4nc3n2Cc2ccco2)c1,0%,-23%,1%,u,1%,-7%,u,x
CSc1ccccc1-n1nnnc1SCc1ccccc1,0%,-14%,-3%,-2%,-3%,-4%,-8%,74%[activator]
O=C(Nc1cnccn1)c1ccncc1,-9%,0%,-12%,-2%,11%,-1%,-3%,-4%

# Next part
SMILES,GoLoco inh red,RECQ1 helicase,TRb-SRC2 inh,KDM4E inh,Tau FP inhib,TR SRC2 fluor cs,Tau fibril ThT,L3MBTL1 block
Cc1ccsc1C(=O)OCC(=O)N1CCc2ccccc2C1,-13%,-14%,4%,7%,-4%,-8%,-14%,23%
CCCNC(=O)CC(NS(=O)(=O)c1ccc(NC(C)=O)cc1)C(C)C (stereo unspecified),-2%,-5%,-1%,2%,-5%,1%,-2%,x
COc1ccc(CNC(=O)C2CCN(C(=O)c3cnn(-c4ccccc4)c3-n3cccc3)CC2)cc1,x,x,9%,x,0%,-2%,-3%,x
CCOc1ccc2nc(N3CCN(C(=O)c4ccco4)CC3)sc2c1,x,x,-2%,x,-1%,-2%,u,x
COc1ccc(C(=O)N2c3nc(-c4ccco4)nn3C3(CCCCC3)[C@@H]3CCCC[C@@H]32)cc1OC,x,x,1%,x,5%,9%,-3%,x
COc1ccc(CCNC(=O)C23CCC(C)(C(=O)C2=O)C3(C)C)cc1OC (stereo unspecified),-1%,i,6%,18%,2%,2%,-3%,-1%
Cc1ccc(NC(c2ccccc2)c2nc3ccccc3[nH]c2=O)cc1 (stereo unspecified),1%,-5%,3%,1%,2%,-6%,-7%,-10%
O=C(CCNC(=O)c1ccc([N+](=O)[O-])cc1)Nc1ccccc1N1CCOCC1,0%,-3%,-6%,-8%,3%,-1%,-8%,-4%
Cn1cc(/C=N/n2cnc3sc4c(c3c2=O)CCCC4)c2ccccc21,14%,i,-1%,1%,3%,-1%,-8%,2%
COc1ccccc1N1CCN(/N=C/c2cccc(OC)c2O)CC1,8%,-8%,-9%,-3%,5%,-4%,-5%,u
CC(C)c1ccccc1-n1cc[nH]c1=S,3%,8%,-4%,-20%,u,-3%,4%,33%[activator]
O=c1oc(-c2cccs2)nc2ccc(Cl)cc12,8%,7%,1%[53 µM],u,-3%,-3%[53 µM],-4%,10%
Cc1nc(NC(=O)C2CCCCC2)sc1C,2%,-4%,-14%,10%,-1%,-2%,-1%,-6%
CC(=O)CCc1ccc(OCCCCn2cncn2)cc1,-19%,-14%,-19%,3%,7%,-2%,4%,4%
CCCCCOC(=O)C1C2C=CC3(CN(c4ccccc4C)C(=O)C13)O2 (stereo unspecified),5%,-10%,-13%,5%,-1%,-2%,-8%,2%

# Some of the compounds tested; rates above refer to the full screens.
